# Compound activity: PubChem, National Center for Advancing Translational Sciences (NCATS)
# FLuc inh – firefly luciferase inhibition. P08659. purified firefly luciferase, luminescence, 8 min. Potency, µM (doses to about 57.1 µM), for the others: at the highest dose activity change, negative = inhibition, usual class: inhibitors. 2.2% of 72,000 active. AID 411; note: potency is the fitted concentration of half-maximal effect; % is set by controls: 0 for no effect and ±100 for the full control effect; nearly all actives have a fitted effect of over 40% in size
# Target sequence (P08659 whole entry, looked up): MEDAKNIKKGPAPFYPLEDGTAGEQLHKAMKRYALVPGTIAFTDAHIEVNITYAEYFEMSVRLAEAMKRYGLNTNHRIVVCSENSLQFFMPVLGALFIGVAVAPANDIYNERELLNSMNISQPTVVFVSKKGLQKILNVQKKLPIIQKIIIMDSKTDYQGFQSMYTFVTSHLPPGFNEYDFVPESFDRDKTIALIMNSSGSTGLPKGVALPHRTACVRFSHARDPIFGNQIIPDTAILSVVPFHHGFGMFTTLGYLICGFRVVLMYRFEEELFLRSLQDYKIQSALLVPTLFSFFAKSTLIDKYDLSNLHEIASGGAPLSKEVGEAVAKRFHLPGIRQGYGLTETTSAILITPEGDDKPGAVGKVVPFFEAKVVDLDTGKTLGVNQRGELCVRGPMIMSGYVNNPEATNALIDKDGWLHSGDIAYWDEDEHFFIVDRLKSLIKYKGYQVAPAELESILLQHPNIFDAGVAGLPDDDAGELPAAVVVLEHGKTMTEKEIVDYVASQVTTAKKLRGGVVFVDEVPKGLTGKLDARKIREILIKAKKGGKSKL
#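 Substrate buffer containing 10 uM ATP (pH 7.2 imidazole, Mg2+, KCl, detergent, BSA) is dispensed, compound pinned in, then luciferase/luciferin detector mix added. After 8 min at ambient temperature, light output is measured.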
# Tau filament bind – binders of human tau filaments | 2% of 71,000 active | Potency, µM (highest dose often 57.1 µM), for the others: top-dose activity change, negative = inhibition | AID 596 | P10636 | recombinant tau filaments, thioflavin S fluorescence, 15 h; filaments grown with octadecylsulfate alongside compound;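 note: potency is the fitted concentration of half-maximal effect; % is set by controls: 0 for no effect and ±100 for the full control effect; actives lower thioflavin S fluorescence by blocking filaments or displacing dye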
#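 Tau 2 uM in ThS buffer dispensed; compound added; 60 uM ODS added (finals 1 uM tau, 30 uM ODS); 15 h 37 C; fluor ex450/em510.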
# HBB splice mod – hemoglobin beta splicing modulation. Potency, µM (titrated, usually from 46.1 µM), inactives show top-dose activation, usual class: activators. HBB splicing reporter cell assay, activation; EGFP reporter with mutant IVS2-654 intron; response scale: normalised to 500 nM splice-correcting PNA. 0.06% of 65,000 active; note: potency is the fitted concentration of half-maximal effect; 0% is about no effect
#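 HeLa cells stably expressing EGFP interrupted by mutant beta-globin intron 2 (IVS2-654), 500/well in 2% FCS. Treated with compound for 2 days at 37C. Splicing correction scored as total well GFP intensity (488 nm excitation, 500-520 nm emission); 500 nM antisense PNA served as control.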
# UbGFP stabilizer – proteasome inhibitors stabilizing ubiquitin-GFP reporter; Ubiquitin-GFP reporter cells, proteasome inhibition, GFP fluorescence; response scale: untreated = 0%, 10 µM MG-132 = 100%; Potency, µM (series often up to 45.9 µM), for inactives: top-dose activation (GFP accumulation), actives largely listed as activators; 67,000 tested, under 10 active; AID 526; active = well fitted activation curve with a large enough effect, not every such curve was filed as active; inconclusive = small, poorly fitted or top-dose-only effect, or another doubt; inactive = no such curve, though single readings can be large or run the other way; note: potency is the fitted concentration of half-maximal effect
#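 GFP accumulation read-out: laser plate cytometry counting ubiquitin(G76V)-GFP-expressing U2OS cells after 4 hr compound exposure at 37 °C. Titrations spanned 46 uM to 2.9 nM; 0% = basal, 100% = 10 uM MG-132; concentration-response curves fitted.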
# Pol III holo inh – inhibitors of bacterial DNA polymerase III holoenzyme; reconstituted DNA polymerase III holoenzyme replication, biochemical; AID 603; 0.25% of 71,000 active; Potency, µM (series often up to 57.1 µM), for inactives: top-dose activity change, negative = inhibition; note: potency is the fitted concentration of half-maximal effect; % is set by controls: 0 for no effect and ±100 for the full control effect
#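 Reconstituted *E. coli* holoenzyme (0.35 nM Pol III, 1 nM beta, 154 nM SSB, 2 nM primase) was preincubated with compound for 15 min at RT. Synthesis on 1.4 nM ssM13Gori ran 35 min, then was stopped with PicoGreen/EDTA and read as dsDNA fluorescence.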
# ALOX15 inhib – blocks human 15-lipoxygenase activity | P16050 | purified 15hLO-1, xylenol orange hydroperoxide absorbance | Potency, µM (highest dose often 57.1 µM), for the others: at the top dose activity change, negative = inhibition, actives largely listed as inhibitors | 1.4% of 74,000 active | AID 887; note: potency is the fitted concentration of half-maximal effect; % is set by controls: 0 for no effect and ±100 for the full control effect; nearly all actives have a fitted effect of over 55% in size
#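 40 nM 15hLO-1 + cpd, 15 min RT; start w/ 50 uM AA (final), 6 min RT; stop/detect w/ 200 uM XO + 300 uM Fe(II) in 50 mM H2SO4, 30 min; A573/A405. Buffer 25 mM Hepes pH 7.5, 0.01% Triton X-100. No-enzyme wells as negative control.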
# Hsp90 Hop PPI – changes Hsp90-Hop TPR2A binding signal, up or down | AlphaScreen TPR2A-His6 binding biotin-Hsp90 C-terminal peptide | Potency, µM (top dose mostly 57 µM), for the others: at the highest dose activity change, negative = inhibition | AID 595 | 0.44% of 71,000 active; active = well fitted curve in either direction with a large enough effect; inconclusive = small, poorly fitted or top-dose-only effect, or another doubt; note: potency is the fitted concentration of half-maximal effect; % is set by controls: 0 for no effect and ±100 for the full control effect; many of its hits are not listed in these tables
# HADH2 inhib – HADH2 (human) dehydrogenase inhibition; Potency, µM (highest dose often 57.1 µM), for inactives: at the highest dose activity change, negative = inhibition, hits mostly inhibitors; AID 886; 3.4% of 73,000 active; recombinant HADH2, NADH fluorescence, beta-hydroxybutyryl-CoA; note: potency is the fitted concentration of half-maximal effect; % is set by controls: 0 for no effect and ±100 for the full control effect; nearly all actives have a fitted effect of over 60% in size; many of its hits are not listed in these tables
# Target sequence (Q99714 whole entry, looked up, one chain of several): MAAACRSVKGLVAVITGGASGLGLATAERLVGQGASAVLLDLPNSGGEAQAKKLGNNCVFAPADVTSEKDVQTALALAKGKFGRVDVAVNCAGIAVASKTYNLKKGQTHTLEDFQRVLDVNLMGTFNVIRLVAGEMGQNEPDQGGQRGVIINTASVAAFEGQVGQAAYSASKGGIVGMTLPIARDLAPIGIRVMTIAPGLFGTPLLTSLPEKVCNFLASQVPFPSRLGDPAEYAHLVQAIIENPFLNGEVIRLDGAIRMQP
#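 E. coli-expressed His-tagged HADH2 tested at 20 nM in alkaline Tris buffer (pH 9.0); oxidation of 90 uM beta-hydroxybutyryl-CoA with 1 mM NAD+ tracked fluorimetrically for 4 min.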
# GFP derepression – derepresses silenced GFP locus in mouse C127i cells; mouse C127i GFP locus derepression, cytometry, 30 h; Potency, µM (titrated, usually from 46.1 µM), without a hit: top-dose GFP derepression (activation); 0.09% of 68,000 active; note: % of control where 0% means no effect
#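 Locus derepression in mouse mammary C127i cells whose integrated CMV-GFP reporter is normally silent; GFP expression after 30 h compound treatment was quantified by counting fluorescent cells.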
# CRE Fsk mod – alters forskolin-stimulated CRE reporter signaling in CHO cells | AID 662 | Potency, µM (doses to about 38.2 µM), for the others: at the highest dose activity change, negative = inhibition, usual class: activators | 2.5% of 71,000 active | CHO CRE-bla reporter (cAMP response element driving beta-lactamase), forskolin EC10, beta-lactamase ratio; active = well fitted activation curve with a large enough effect in the signal ratio, with a control signal flat, not every such curve was filed as active; inconclusive = small, poorly fitted or top-dose-only effect, or effect the other way, or a change in a side signal; the % refers to the signal ratio; note: potency is the fitted concentration of half-maximal effect; % of control where 0% means no effect
#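 Reporter-gene assay: CHO cells with beta-lactamase behind cAMP responsive elements, co-treated with compound and EC10 NKH 477 for 3 hours at 37 degrees Celsius. Activity came from the 460/530 nm CCF4 emission ratio.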
# ERK AVP block – blocks ERK signaling stimulated by vasopressin; HEK293-V1b, vasopressin-stimulated pERK AlphaScreen; Potency, µM (doses to about 57.5 µM), without a hit: top-dose activity, negative = inhibition, usual class: inhibitors; 0.99% of 72,000 active; AID 995; note: potency is the fitted concentration of half-maximal effect; % is set by controls: 0 for no effect and ±100 for the full control effect; nearly all actives have a fitted effect of over 55% in size
#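 qHTS, compounds titrated on V1b-expressing HEK293 cells. Preincubation 30 min at 37C, vasopressin 25 nM for 5 min, lysis 10 min, bead incubation 5 hr at room temperature.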
# * = called active by the depositor; i = inactive; u = inconclusive; x = not tested or not shown; [ ] = remark or other dose. Unless noted, calls come from the whole dose curve; as a rule, active = well fitted curve in the direction sought with a large enough effect; inconclusive = small, poorly fitted or top-dose-only effect, or another doubt; inactive = no such curve, though single readings can be large; an effect the other way counts as inactive or inconclusive. Only part of the results is shown; rates above refer to the full screens.
# Order of values – Hsp90 Hop PPI, HBB splice mod, HADH2 inhib, FLuc inh, Tau filament bind, ALOX15 inhib, GFP derepression, CRE Fsk mod, UbGFP stabilizer, Pol III holo inh, ERK AVP block
Cc1cc(C(F)(F)F)c(C#N)c(SCC(=O)NC(C)(C)C)n1
  7.0%, -0.7%, 4.8%, 1.4%, -1.0%, 0.8%, 2.0%, 1.4%, -4.4%, -4.8%, -11.0%
NC(=O)c1ccsc1NC(=O)CSc1nc2ccccc2c(=O)n1CCCO
  -5.1%, -1.9%, -6.6%, -0.4%, 3.7%, -8.5%, 0.0%, u, -5.9%, -9.7%, -20.0%
O=S(=O)(c1ccc(Oc2ccc(S(=O)(=O)N3CCOCC3)cc2)cc1)N1CCOCC1
  -6.9%[11 µM], -2.6%[0.0738 µM], 4.6%[11.4 µM], 1.2%, 3.0%[11.4 µM], 2.7%[11.4 µM], 0.0%, u, -19.8%[9.17 µM], 1.0%[11.4 µM], -26.0%
O=C(NC1CCCC1)C(c1ccccc1F)N(C(=O)c1ccco1)C1CCCC1 (centres undefined)
  1.3%, x, -0.6%, -1.1%, -9.5%, 9.3%, 0.0%, 0.6%, 2.8%, -3.0%, 28.0%
COc1nc(-c2ccc(C)cc2)ccc1-c1noc(-c2cccnc2)n1
  4.0%, -1.8%, 54.6%[activator], 2.3%, 6.2%, -1.5%, 6.8%, u, 1.7%, -5.2%, 12.7%
Cn1nc(C(=O)NCc2cccnc2)c2ccccc2c1=O
  -3.1%, 0.4%, 8.9%, -3.3%, -11.1%, 6.8%, 0.0%, u, -3.3%, 1.5%, -4.7%
O=C(c1ccco1)N1CCN(C(=O)C2CC(c3ccc(Cl)c(Cl)c3)=NO2)CC1 (centres undefined)
  -3.0%, -0.5%, 7.4%, -0.7%, 22.4%, -15.7%, 0.0%, -5.7%, -2.6%, -3.0%, 20µM*
CCOc1ccc2[nH]c(=O)c(C(c3nnnn3Cc3ccco3)N3CCCC(C)C3)cc2c1 (centres undefined)
  -14.6%, x, u, -1.0%, 1.8%, u, 0.0%, u, -1.0%, -1.9%, 12.5%
CCNc1ncc2nc(-c3ccc(OC)cc3)c(=O)n(-c3ccc(OC)cc3)c2n1
  -6.2%, u, 3.2%, 0.4%[11.4 µM], i, -1.7%, 2.2%[9.22 µM], u, 12.9%, 4.0%, -17.9%
C=CCNC(=O)NC(=O)COC(=O)CCCSc1nc2ccccc2[nH]1
  -6.4%, 0.8%, 6.1%, 2.1%, -0.2%, 6.8%, 4.3%, u, -4.2%, 3.4%, 12.2%
Cc1ccccc1C(=O)N1CCN(c2ccc(NC(=O)c3ccco3)cc2Cl)CC1
  -12.2%, -0.6%, 0.0%, 0.8%, 0.9%, -18.4%, -0.1%, u, 2.5%, -4.4%, 31.6µM*
CCN(CC)S(=O)(=O)c1cccc(-c2nnc(SCCOc3ccc(Cl)cc3)o2)c1
  u, -1.1%, 2.7%, 1.5%, 13.4%, -3.4%, 3.4%, -1.1%, -3.2%, -0.1%, -2.8%
O=C(O)CCC(=O)Nc1ccccc1N1CCOCC1
  1.9%, x, -18.9%, 0.6%, 8.0%, 6.0%, 2.8%, 0.9%, -2.2%, 0.3%, 3.2%
COC(=O)Nc1cc(C(F)(F)F)ccc1N1CCN(c2ccccc2)CC1
  1.2%, -2.3%, -2.4%, -0.1%, -0.2%, -6.2%, 2.2%, 0.0%, 0.0%, -1.3%, -6.7%
CCN1CCc2c(sc(NC(=O)c3ccc(S(=O)(=O)N4CCOCC4)cc3)c2C(N)=O)C1
  -1.5%, 1.0%, -13.0%, 2.9%, 26.0%, -12.7%, x, -18.3%, 8.7%, -9.5%, x
O=C(COC(=O)c1ccc(Br)o1)Nc1ccc(S(=O)(=O)N2CCCC2)cc1
  -1.2%, -0.5%, -1.4%, -30.0%, -14.0%, 2.2%, -1.9%, -4.5%, -0.4%, 5.2%, -10.3%
C=CCN1C(=O)C(CC(=O)NCC)SC1=Nc1ccc(S(N)(=O)=O)cc1 (centres undefined)
  -0.6%, 0.0%[57.5 µM], -1.0%, -1.2%, -6.3%, 6.0%, 0.0%, -7.5%, -4.6%, -0.2%, 4.6%
Cn1cnc(S(=O)(=O)Nc2ccc(C(F)(F)F)cc2)c1
  u, -0.1%, -2.4%, 0.2%, -9.5%, 0.4%, 3.5%, 2.4%, -8.1%, -6.6%, 22.8%
COc1cccc2c(=O)n(CC(=O)N3CCN(c4ccccc4)CC3)ccc12
  1.9%, 0.1%, -23.6%, 0.3%, 1.6%, 11.3%, x, -17.5%, -4.5%, 1.4%, x
Cc1ccc(CN2C(=O)CCC2C(=O)NCc2ccc3c(c2)OCO3)cc1 (centres undefined)
  1.3%, -0.9%, 5.6%, 2.4%, -14.8%, 5.0%, 1.1%, -18.9%, 6.5%, -5.6%, 10.4%
COc1ccc(C2c3c(oc4ccccc4c3=O)C(=O)N2Cc2ccncc2)cc1OC (centres undefined)
  -4.1%, 8.9%[0.369 µM], -17.0%, 3.6%, 2.6%, 14.8%, 0.0%, 3.8%, 0.0%, -5.3%, 0.8%
COc1ccc2c(c1)c(C(=O)N1CCN(C)CC1)c(C)n2-c1ccccc1
  -4.2%, x, -0.4%, 2.2%, 5.0%, 2.4%, 3.8%, -4.4%, 7.6%, -1.0%, -26.8%
COC(=O)COc1ccc(S(=O)(=O)Nc2ccc3c(c2)OCO3)cc1
  -3.2%, 0.4%, 4.8%, -3.4%, -13.6%, 1.8%, 1.6%, -4.4%, 0.0%, 2.9%, 2.8%
COc1ccccc1CNC(=O)c1ccc(CNc2c(N3CCCC3)c(=O)c2=O)cc1
  -2.7%, 0.9%, -10.3%, 0.8%, 24.0%, -0.9%, 0.0%, -5.7%, 2.7%, -4.1%, 5.9%
CC1(C)[N+]([O-])=C2C(=[N+]([O-])C1(C)C)c1ccccc1/C2=N\O
  -4.3%, 3.7%[0.369 µM], -9.2%, 4.0%, -2.6%, -3.9%, 0.0%, -4.7%, -2.6%, -6.9%, -9.0%
CCN(CC)CCCN1C(=O)c2oc3ccccc3c(=O)c2C1c1cccnc1 (centres undefined)
  -3.6%, 2.6%, u, 2.3%, 12.6%, 5.0%, 0.0%, -0.3%, -3.3%, -4.9%, -2.4%
O=C(Nc1ccccc1)N1CCCC2(CCN(S(=O)(=O)c3ccccc3)CC2)C1
  -4.7%, 3.3%, 1.4%, 0.1%[11.4 µM], 1.2%, -5.7%, 2.4%[9.22 µM], -18.0%, -7.2%, 0.9%, 19.8%
Cc1onc(-c2ccccc2Cl)c1C(=O)NCc1ccco1
  -9.4%, -3.7%, u, -2.6%, -19.3%, u, 0.0%, u, 22.5%, 0.5%, 2.2%
CC(=O)C1=C(O)C=C(c2ccco2)CC1c1ccco1 (centres undefined)
  -13.9%, 0.2%, u, 0.6%, 20µM*, u, 10.2%, 0.7%, 4.2%, -2.2%, -29.3%
COc1ccc(-c2cc(C(F)F)n3ncc(C(=O)N4CCSCC4)c3n2)cc1
  18.1%, 1.1%, -18.2%, -0.4%, -20.9%, 1.2%, -2.6%, u, -3.7%, 0.3%, -11.9%
COC(=O)c1c(NC(=O)C2CC2)sc2c1CCN(C(C)=O)C2
  -3.8%, -1.3%, -16.5%, 1.3%, 4.1%, -9.6%, x, u, -3.3%, -6.4%, x
Clc1ccccc1-c1ccc2ncnc(NCc3cccnc3)c2c1
  -3.2%, 0.3%, -12.8%, 3.3%[2.29 µM], 22.9%, 2.3%, 2.9%[9.22 µM], u, -5.8%, 9.7%, u
CS(=O)(=O)N(CC(=O)NCc1ccc2c(c1)OCO2)Cc1ccccc1
  -2.3%, -0.6%, 13.7%, 0.4%, 3.7%, -9.8%, 5.4%, -4.9%, 0.9%, -4.0%, -12.3%
